C diff HTS: C. difficile growth inhibition | Clostridium difficile clinical isolate growth, OD600, 24 h; stronger effect = lower value | growth activity, negative = inhibition, % at 16 µg/mL (by protocol) | actives 0.25% (n = 86,000);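 active = mean growth activity at or below -80% and every replicate also at or below -80%; inconclusive = mean at or below -80% but some replicate above -80%; inactive = mean growth activity above -80%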;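 also: 0% = DMSO wells and -100% = levofloxacin 16 µg/mL wells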
Pf Dd2 inh: P. falciparum Dd2 growth inhibition; SYBR Green, 72 h; stronger effect = lower value; activity change, % at 10 µM; actives 2.3% (n = 94,000); in the data active = activity change below about -80%; inconclusive = no clear call, values can overlap the other calls
T cruzi growth: T. cruzi proliferation inhibition | AID 624255 | actives 5.9% (n = 77,000) | inhibition, % at 8.34 µM | T. cruzi beta-gal in NIH3T3, GalScreen luminescence, 90 h;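 active = mean inhibition above about 93%, with at least 55% of replicates each passing it, limit read from the data, passing the limit was not always enough; inconclusive = only one of those two conditions holds; inactive = neither condition holds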
GASC1 inh: KDM4C (human) demethylase inhibition; GST-KDM4C 2-372, H3K9me3 peptide, LANCE TR-FRET; inhibition, % at 12.5 µM; actives 0.15% (n = 96,000); AID 720574;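 active = mean replicate inhibition above about 25%, with at least 55% of replicates also reaching it, limit read from the data, passing the limit was not always enough; inconclusive = only one of those two conditions met; inactive = neither condition met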
Target sequence (Q9H3R0 2-372 limits assumed): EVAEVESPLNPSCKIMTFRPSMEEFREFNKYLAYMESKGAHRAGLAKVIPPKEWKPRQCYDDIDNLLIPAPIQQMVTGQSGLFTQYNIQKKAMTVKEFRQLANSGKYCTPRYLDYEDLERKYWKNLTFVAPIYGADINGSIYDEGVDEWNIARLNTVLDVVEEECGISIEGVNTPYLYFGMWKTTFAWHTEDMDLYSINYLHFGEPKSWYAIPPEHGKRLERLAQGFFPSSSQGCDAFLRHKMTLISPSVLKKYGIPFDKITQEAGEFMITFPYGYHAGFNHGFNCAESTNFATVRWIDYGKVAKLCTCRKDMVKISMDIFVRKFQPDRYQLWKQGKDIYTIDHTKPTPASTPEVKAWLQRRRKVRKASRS
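System – N-terminal GST-fused human GASC-1 (KDM4C) fragment, residues 2-372 · Input – enzyme final amount 10 nM · Technique – LANCE TR-FRET, Eu antibody, ULight-streptavidin, EDTA, ex 340 nm, em 618/671 nm · Medium – HEPES buffer, pH 7.5, plus ascorbate · Incubation – enzyme reaction 30 min, then detection 60 min, both room temperature · Reagent – H3K9me3 peptide with Fe(II)/2OG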
Numbers without * were called inactive; u = inconclusive; x = no result given; & = joins results of further samples. Compounds were not picked by outcome; overall some 7.3% were active at least once.

The line under a structure holds: Pf Dd2 inh	GASC1 inh	C diff HTS	T cruzi growth
> CC(C)C(=O)Nc1ccc2c(c1)C(=O)N(C)[C@@H]1CC[C@@H](CC(=O)NCCc3ccccc3)O[C@@H]1CO2
 : 20	-2.2	-1	33
> COc1cccc(C#Cc2ccc3c(c2)O[C@@H](CN(C)C(=O)CN2CCOCC2)[C@@H](C)CN([C@H](C)CO)S3(=O)=O)c1
 : -65	-1.1	19	21
> C[C@H]1CN([C@@H](C)CO)C(=O)c2cc(N(C)C)ccc2O[C@H]1CN(C)Cc1ccncc1
 : 1	8.7	7	2
> CCCN(C)C[C@@H]1Oc2cc(C#Cc3cccnc3)ccc2S(=O)(=O)N([C@@H](C)CO)C[C@H]1C
 : -89*	-1.8	-9	61
> CN(C)CC(=O)N1[C@H](CO)[C@H](c2ccccc2)C12CN(C(=O)c1cccc(F)c1)C2
 : 19	-0.6	0	x
> C[C@@H]1CN([C@@H](C)CO)C(=O)c2cc(Br)cnc2O[C@H]1CN(C)S(=O)(=O)c1ccccc1
 : 8&-6	-3.6	-1	59&61
> N#C[C@H]1[C@@H](c2ccc(C#Cc3ccc(F)cc3)cc2)[C@H](CO)N1C(=O)C1CC1
 : -41	-2.0	-15	93
> CC(C)NC(=O)N(C)C[C@@H]1Oc2c(NS(=O)(=O)c3cccs3)cccc2C(=O)N([C@@H](C)CO)C[C@@H]1C
 : 7	1.2	-1	38
> COc1ccc(CNC(=O)C[C@@H]2C[C@H]3c4cc(NS(=O)(=O)c5ccc(F)cc5)ccc4O[C@H]3[C@@H](CO)O2)cc1
 : -9	-1.0	3	10
> CN1C(=O)c2cc(NC(=O)c3cnccn3)ccc2OC[C@@H]2O[C@H](CC(=O)N[C@@H]3CCN(Cc4ccccc4)C3)CC[C@H]21
 : -11	2.4	-2	85
> C[C@H](CO)N1C[C@H](C)[C@H](CN(C)Cc2ccc(C(F)(F)F)cc2)Oc2ccc(N(C)C)cc2CC1=O
 : 16	-0.1	0	92
> C[C@@H]1CCCCO[C@H](CN(C)Cc2ccc(C(F)(F)F)cc2)[C@@H](C)CN([C@@H](C)CO)C(=O)c2cc(NC(=O)NC3CCCCC3)ccc2O1
 : -70	-0.8	3	91
> O=C(c1ccccn1)N1C[C@H]2[C@@H](c3ccccc31)[C@@H](CO)N2C(=O)C1CCOCC1
 : 4	-0.3	5	-2
> C[C@@H](NC(=O)C[C@@H]1C[C@@H]2c3cc(NS(C)(=O)=O)ccc3O[C@@H]2[C@H](CO)O1)c1ccccc1
 : -1	-0.5	0	x
> COc1ccc(NC(=O)N(C)C[C@@H]2OCCCC[C@@H](C)Oc3ccc(NC(=O)C4CCCCC4)cc3C(=O)N([C@@H](C)CO)C[C@@H]2C)cc1
 : u	-0.3	13	36
> Cc1ccc(S(=O)(=O)Nc2cccc3c2O[C@H](CN(C)Cc2ccccc2)[C@H](C)CN([C@H](C)CO)C3=O)cc1
 : 17	1.0	2	26
> CCC(=O)Nc1ccc2c(c1)OC[C@@H](C)N(C(=O)c1cnccn1)C[C@H](C)[C@@H](OC)CN(C)C2=O
 : -6	1.4	-2	43
> CC(C)NC(=O)N(C)C[C@@H]1Oc2c(NC(=O)C3CCOCC3)cccc2C(=O)N([C@@H](C)CO)C[C@H]1C
 : 19	-1.3	-2	-1
> COc1ccc(S(=O)(=O)Nc2ccc3c(c2)CC(=O)N([C@@H](C)CO)C[C@@H](C)[C@H](CN(C)Cc2ccc(-c4ccccc4)cc2)O3)cc1
 : -16	-3.6	30	-30
> CNC[C@@H]1Oc2ccc(NC(=O)c3ccncc3)cc2C(=O)N([C@@H](C)CO)C[C@@H]1C
 : 17	0.7	-2	1
> O=C(C[C@@H]1C[C@H]2c3cc(NC(=O)c4ccc5c(c4)OCO5)ccc3O[C@H]2[C@H](CO)O1)NCc1cc(F)ccc1F
 : -55	0.5	x	84
> O=C(C[C@@H]1C[C@@H]2c3cc(NC(=O)c4ccc5c(c4)OCO5)ccc3O[C@@H]2[C@H](CO)O1)NC1CCCC1
 : -8	-0.6	x	-20
> C[C@H]1CN([C@@H](C)CO)C(=O)Cc2cc(NC(=O)NC3CCCCC3)ccc2O[C@H]1CN(C)S(=O)(=O)c1ccc(Cl)cc1
 : -47	-4.8	-1	17
> CC(=O)N1CC(=O)N2[C@H](C1)[C@H](c1ccc(-c3ccncc3)cc1)[C@@H]2CO
 : 21	2.0	-3	x
> COc1cccc(-c2ccc([C@H]3[C@@H](CO)N4CCCCN(CC5CC5)C[C@H]34)cc2)c1
 : -6	-0.9	0	92
> C[C@@H]1CN([C@H](C)CO)C(=O)c2c(c3ccccc3n2C)-c2ccccc2CO[C@H]1CN(C)C(=O)[C@@H]1CCCN1C
 : -21	-1.2	-1	-91
> COc1ccccc1-c1ccc([C@@H]2[C@@H](CO)N(CC3CC3)C23CN(S(C)(=O)=O)C3)cc1
 : -40	-2.5	-6	x
> COc1ccc(NC(=O)Nc2ccc3c(c2)[C@H]2C[C@H](CC(=O)NC4CCCC4)O[C@H](CO)[C@H]2O3)cc1
 : -17	-3.1	x	-6
> CC(C)CC#Cc1cnc2c(c1)C(=O)N([C@@H](C)CO)C[C@H](C)[C@@H](CN(C)C(=O)Cc1cccnc1)O2
 : 0	0.4	-1	54
> CO[C@H]1CN(C)C(=O)c2cc(NC(=O)NC3CCCCC3)ccc2OC[C@@H](C)NC[C@@H]1C
 : x	1.1	x	-21
> O=C(c1ccncc1)N1CC(=O)N2[C@H](CO)[C@H](c3ccc(-c4ccccc4)cc3)[C@@H]2C1
 : 16	0.8	0	x
> Cc1cccc(S(=O)(=O)N2CC[C@H]3[C@@H](CO)N(C)c4ccc(-c5ccccc5F)cc4[C@H]32)c1
 : 8	-2.3	2	48
> Cc1noc(C)c1S(=O)(=O)Nc1ccc2c(c1)C(=O)N([C@H](C)CO)C[C@@H](C)[C@@H](CN(C)C(=O)Nc1cccc3ccccc13)OCCCC[C@@H](C)O2
 : -88*	-2.9	5	83
> C[C@H]1CN([C@@H](C)CO)C(=O)c2cccc(NC(=O)CCCCCC(=O)Nc3ccccc3N)c2O[C@@H]1CN(C)CC1CC1
 : -78	1.1	-17	x
> C[C@@H]1CN([C@@H](C)CO)C(=O)Cc2cc(NS(=O)(=O)c3cccs3)ccc2O[C@@H]1CN(C)C(=O)Nc1ccc(F)cc1
 : 34	-1.6	1	6
> CC(=O)N(C)C[C@H]1Oc2ncc(-c3ccc(C#N)cc3)cc2C(=O)N([C@@H](C)CO)C[C@@H]1C
 : 11	-0.7	-1	6
> C[C@@H]1CN([C@H](C)CO)C(=O)c2cccc(NC(=O)c3ccc(-c4nccs4)cc3)c2O[C@@H]1CN(C)S(=O)(=O)c1cn(C)cn1
 : -29	2.6	1	9
> C[C@H](CO)N1C[C@H](C)[C@@H](CN(C)S(=O)(=O)c2ccc(Cl)cc2)Oc2c(NC(=O)c3nc4ccccc4s3)cccc2C1=O
 : -6	-0.7	7	69
> CC(C)NC(=O)N(C)C[C@@H]1Oc2c(NC(=O)c3ccncc3)cccc2C(=O)N([C@H](C)CO)C[C@H]1C
 : 6	-1.3	-1	x
> CCCNC(=O)C[C@@H]1C[C@@H]2c3cc(NC(=O)c4cccnc4)ccc3O[C@@H]2[C@H](CO)O1
 : 6	0.7	2	-53
> COCC(=O)N1[C@@H](CO)[C@H](c2ccc(-c3cccc(OC)c3)cc2)C12CN(C(C)=O)C2
 : 29	-0.2	-11	x
> C/C=C/c1ccc2c(c1)O[C@H](CN(C)C(=O)NC(C)C)[C@@H](C)CN([C@@H](C)CO)S2(=O)=O
 : 13	-0.1	3	3
> Cc1noc(C)c1NC(=O)N[C@H]1C=C[C@H](CC(=O)Nc2ccc(-c3ccccc3)cc2)O[C@H]1CO
 : 3	-0.4	x	-5
> COCC(=O)N(C)C[C@H]1Oc2ncc(C#CC3(O)CCCC3)cc2C(=O)N([C@H](C)CO)C[C@H]1C
 : 14	4.1	-3	8
> C[C@H](CO)N1C[C@H](C)[C@H](CN(C)C(=O)Nc2ccccc2)Oc2ccc(NC(=O)Nc3ccc(C(F)(F)F)cc3)cc2CC1=O
 : -35	0.3	18	41
> CN1CCN(C(=O)C[C@@H]2C=C[C@H](NC(=O)c3ccc4c(c3)OCO4)[C@@H](CO)O2)CC1
 : -3	-0.1	-1	-65
> C[C@@H](NC(=O)C[C@H]1C=C[C@@H](NS(=O)(=O)c2cccc(F)c2)[C@@H](CO)O1)c1ccccc1
 : -7	-2.3	x	-51
> O=C(Nc1ccccc1)Nc1ccc2c(c1)[C@@H]1C[C@@H](CC(=O)N3CCCCC3)O[C@H](CO)[C@@H]1O2
 : 5	2.8	-1	x
> CCCNC(=O)N1C[C@@H](C)[C@@H](OC)CN(C)C(=O)c2ccc(NC(C)=O)cc2OC[C@@H]1C
 : 4	2.2	x	-44
> C[C@@H]1CN([C@@H](C)CO)C(=O)Cc2cc(NC(=O)Cn3cnnn3)ccc2O[C@@H]1CN(C)C
 : 15	-1.1	7	24
> C[C@H]1CN([C@@H](C)CO)C(=O)c2cccc(NC(=O)c3ccncc3)c2O[C@@H]1CN(C)Cc1ccc(C(=O)Nc2ccccc2N)cc1
 : -70	-0.4	1	98*
> CC(=O)N(C)C[C@H]1Oc2cc(C#C[C@@H](C)O)ccc2S(=O)(=O)N([C@@H](C)CO)C[C@@H]1C
 : 1	1.3	2	27
> CO[C@H]1CN(C)C(=O)c2cc(NS(=O)(=O)c3ccccc3C)ccc2OC[C@@H](C)N(C)C[C@@H]1C
 : -13	-0.2	x	-39
> C[C@@H]1CN([C@@H](C)CO)C(=O)c2cc(NS(=O)(=O)c3ccc(F)cc3)ccc2O[C@@H](C)CCCCO[C@H]1CN(C)Cc1ccccc1
 : -26	0.7	2	38
> O=C(c1cccnc1)N1CC[C@H]2[C@H](CO)Nc3ccc(-c4cccc(F)c4)cc3[C@H]21
 : -25	-0.5	-4	73
> Cc1noc(C)c1NC(=O)Nc1ccc2c(c1)C(=O)N([C@H](C)CO)C[C@@H](C)[C@H](CN(C)Cc1ccc3c(c1)OCO3)OCCCC[C@@H](C)O2
 : -35	0.7	5	-8
> C[C@@H]1CN([C@H](C)CO)C(=O)c2cccc(NS(C)(=O)=O)c2O[C@@H]1CN(C)Cc1ccc(C(=O)Nc2ccccc2N)cc1
 : -13	-0.6	-2	92
> O=C(C[C@H]1CC[C@H]2[C@@H](COC[C@H](O)CN2Cc2cc(F)ccc2F)O1)NCc1ccc(Oc2ccccc2)cc1
 : -14	0.4	7&-2	x
> O=S(=O)(N[C@@H]1CC[C@@H](CCn2cc(-c3ccccc3F)nn2)O[C@@H]1CO)c1ccc(Cl)cc1
 : -4	-1.5	-3	30
> O=C(C[C@@H]1CC[C@H](NC(=O)Nc2ccc(F)cc2)[C@@H](CO)O1)NCCN1CCCC1
 : 2	-0.6	-1	-7

Later entries:
The line under a structure holds: Pf Dd2 inh	GASC1 inh	C diff HTS	T cruzi growth
> COc1ccc(CN(C)C[C@@H]2OCCCC[C@@H](C)Oc3ccc(NC(=O)CCC(F)(F)F)cc3C(=O)N([C@@H](C)CO)C[C@H]2C)cc1
 : -44	0.2	0	-12
> CC(=O)N1[C@@H](CO)[C@H](c2ccccc2)C12CN(C(=O)c1ccccc1)C2
 : 26	0.1	5	x
> CO[C@H]1CN(C)C(=O)c2ccc(NC(=O)C3CC3)cc2OC[C@H](C)N(CC2CCOCC2)C[C@@H]1C
 : -9	1.9	-2	x
> O=C(C[C@@H]1CC[C@H]2[C@@H](COC[C@@H](O)CN2Cc2cc(F)ccc2F)O1)NCc1ccc(Oc2ccccc2)cc1
 : -32	-1.7	55&4	x
> CN(C)CCCNC(=O)C[C@@H]1CC[C@@H](NC(=O)Cc2cccnc2)[C@@H](CO)O1
 : 4	0.5	x	25
> C[C@H](CO)N1C[C@H](C)[C@H](CN(C)Cc2cccc(C(F)(F)F)c2)Oc2ncc(-c3ccc(F)cc3)cc2C1=O
 : -75	0.5	41	x
> O=C(c1cnccn1)N1C[C@H]2[C@@H](c3ccccc31)[C@@H](CO)N2CC1CCCC1
 : 8	-0.7	4	10

6 records picked at random from the list so far:
The line under a structure holds: Pf Dd2 inh	GASC1 inh	C diff HTS	T cruzi growth
> CC(=O)N(C)C[C@H]1Oc2cc(C#C[C@@H](C)O)ccc2S(=O)(=O)N([C@@H](C)CO)C[C@@H]1C
 : 1	1.3	2	27
> CNC[C@@H]1Oc2ccc(NC(=O)c3ccncc3)cc2C(=O)N([C@@H](C)CO)C[C@@H]1C
 : 17	0.7	-2	1
> COc1ccc(NC(=O)N(C)C[C@@H]2OCCCC[C@@H](C)Oc3ccc(NC(=O)C4CCCCC4)cc3C(=O)N([C@@H](C)CO)C[C@@H]2C)cc1
 : u	-0.3	13	36
> C[C@H]1CN([C@@H](C)CO)C(=O)c2cccc(NC(=O)CCCCCC(=O)Nc3ccccc3N)c2O[C@@H]1CN(C)CC1CC1
 : -78	1.1	-17	x
> COc1cccc(-c2ccc([C@H]3[C@@H](CO)N4CCCCN(CC5CC5)C[C@H]34)cc2)c1
 : -6	-0.9	0	92
> O=C(C[C@H]1CC[C@H]2[C@@H](COC[C@H](O)CN2Cc2cc(F)ccc2F)O1)NCc1ccc(Oc2ccccc2)cc1
 : -14	0.4	7&-2	x
